# OX1R antag-1: human HCRTR1 antagonism; CHO/OX1R cells, Fluo-8 calcium fluorescence, orexin A; 0.43% of 330,000 active; inhibition, % at 5 µM; AID 434989;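 active means inhibition above its plate's threshold, mean inhibition of all tested compounds on the plate plus 3 SD, cut at about 37% in these data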;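 further: 0% = orexin A challenge wells and 100% = SB-334867-A antagonist wells; not every result past the cut was called active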
# Target sequence (O43613 whole entry, looked up): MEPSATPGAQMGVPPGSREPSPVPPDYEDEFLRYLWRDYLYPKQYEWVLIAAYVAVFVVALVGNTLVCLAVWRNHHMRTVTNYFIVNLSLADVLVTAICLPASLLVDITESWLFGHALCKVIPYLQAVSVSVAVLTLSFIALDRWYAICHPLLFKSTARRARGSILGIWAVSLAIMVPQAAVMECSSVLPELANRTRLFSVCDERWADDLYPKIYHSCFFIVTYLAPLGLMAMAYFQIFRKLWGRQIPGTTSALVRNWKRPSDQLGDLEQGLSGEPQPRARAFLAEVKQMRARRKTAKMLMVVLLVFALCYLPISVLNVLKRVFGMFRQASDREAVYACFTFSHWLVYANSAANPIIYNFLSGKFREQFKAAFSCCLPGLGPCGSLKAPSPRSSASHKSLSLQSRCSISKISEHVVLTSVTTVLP
# OX1R antag-2: OX1R (human) antagonism; AID 485270; OX1R-expressing cells, FRET antagonist read-out; O43613; inhibition, % at 6.6 µM; 1.8% of 330,000 active; in the data active means inhibition mostly above about 38%, no sharp cut-off; inactive means mostly below about 40%;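 further: 0% = agonist challenge alone and 100% = reference antagonist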
# An asterisk follows results filed as active.
# Start of the listing, in advance, three compounds:
OX1R antag-2	OX1R antag-1	mol
12	-24	Cc1ccc(S(=O)(=O)N2CCN(CC(O)COc3ccccc3)CC2)cc1 (configuration not stated)
9	-10	C=C1CCN(C(C(=O)OC)C(C)C)S(=O)(=O)c2ccc(F)cc21 (configuration not stated)
17	-31	Cn1c(/C=C/c2ccccc2)nc2ccccc21

# The whole of this part, from the start:
OX1R antag-2	OX1R antag-1	mol
12	-24	Cc1ccc(S(=O)(=O)N2CCN(CC(O)COc3ccccc3)CC2)cc1 (configuration not stated)
9	-10	C=C1CCN(C(C(=O)OC)C(C)C)S(=O)(=O)c2ccc(F)cc21 (configuration not stated)
17	-31	Cn1c(/C=C/c2ccccc2)nc2ccccc21
9	-9	O=Cc1ccc(Oc2ccc(F)cc2)nc1
14	-36	CCn1nc(C(=O)Nc2cccc(C(F)(F)F)c2)c(Cl)c1Cl
-1	-24	COc1ccc(N2CCN(CCC(O)c3ccc4ccccc4c3)CC2)cc1 (configuration not stated)
11	8	Cc1cccc(C(=O)NC(C)c2ccc(-n3ccnc3)cc2)c1C (configuration not stated)
15	-9	Cc1cc(C(=O)N/N=C/C=C/c2ccccc2[N+](=O)[O-])c(C)o1
31	1	O=C(N/N=C/c1cc(Br)ccc1O)C(=O)Nc1ccccc1OC(F)(F)C(F)F
45	-35	CN(Cc1ccccc1)C(=O)COC(=O)c1cc([N+](=O)[O-])ccc1N1CCOCC1
22	-26	CC(C)[C@H](NC(=O)c1ccco1)C(=O)N(C)Cc1ccc(C(F)(F)F)cc1
39	-12	O=[N+]([O-])c1cccc(-c2ncc3ccccn23)c1
13	-3	O=C(C1CCN(S(=O)(=O)c2cccc3cccnc23)CC1)N1CCN(C2CCCC2)CC1
22	-19	Cc1c(/C=C/C(=O)c2ccccc2O)cnn1C
11	-13	O=c1cc(CCl)nc2scc(-c3ccccc3)n12
21	-12	COc1ccc(CC(=O)NNc2ncnc3c2cnn3Cc2ccccc2)cc1OC
1	-10	COc1cccc(/C=N/Nc2nc(C)cc(=O)[nH]2)c1OC
10	-13	CCC(C)c1ccc(NC(=S)NCc2ccccn2)cc1 (configuration not stated)
28	-10	NC1=NC[C@H](c2ccccc2)N1CC1CCCCC1
14	7	Cc1c(CCC(=O)O)c(=O)oc2cc3oc4c(c3cc12)CCCC4
17	-27	CC1=C(C(=O)Nc2ccccc2C(=O)N2CCC(C)CC2)SCCO1
6	-15	CCCN(CCC)S(=O)(=O)c1cc2c3c(c1)CCN3C(=O)CC2
82*	-27	OCCCCCN=c1cc(-c2ccccc2)oc2ccc(Cl)cc12
-3	-13	CCOC(=O)CSc1nnc(CNc2cccc(Cl)c2)n1-c1ccccc1
21	-16	O=C(c1ccc2c(c1)OCCO2)N1CCN(Cc2ccccc2)CC1
29	-3	O=C(NCc1ccccn1)Nc1ccc(Cl)c(Cl)c1
17	-7	COCCNC(=O)C(=O)c1cc(C)n(-c2ccc([N+](=O)[O-])cc2)c1C
29	0	O=C(NC1CCCCC1)c1ccc2c(c1)OCO2
5	-21	Cc1ccc(C(C)C)c(OCc2nn(CC(=O)c3ccc(OC(F)F)cc3)c3[n+]2CCCCC3)c1
9	-1	CNC(=S)Nc1cccc(S(=O)(=O)NCc2ccco2)c1
28	-9	CC(=O)c1ccc(NS(=O)(=O)c2ccc(CC(C)C)cc2)cc1
11	-49	Cc1ccc(S(=O)(=O)NNC(=O)C2CCN(S(=O)(=O)c3ccc(C)cc3)CC2)cc1
14	-11	CCC(C(=O)NCCCN1CC(C)CC(C)C1)n1ncn2c(cc3occc32)c1=O (configuration not stated)
6	1	COc1cccc(-n2cc(C(=O)O)c3ccccc3c2=O)c1
50	-12	CC(C)C(c1nnnn1CC1CCCO1)N1CCN(Cc2ccc3c(c2)OCO3)CC1 (configuration not stated)
29	-7	CCOc1cc(/C=C2\SC(=S)N(NS(=O)(=O)c3ccccc3)C2=O)ccc1O
12	-1	COc1ccc(-c2cc(C(F)(F)F)nc(N3CCCCCC3)n2)cc1
15	-10	O=C(N/N=C/c1ccc(OC(=O)c2ccco2)cc1)c1ccncc1
10	-6	COc1ccccc1N1CCN(C(=O)CN(c2cc(C)cc(C)c2)S(C)(=O)=O)CC1
10	-29	CC(C)OP(=O)(OC(C)C)C(Nc1ccccc1)c1cccc([N+](=O)[O-])c1 (configuration not stated)
26	-13	Cc1onc(-c2ccccc2)c1C(=O)/C=C/N(C)C
24	-28	O=C(Nc1cc(Cl)ccc1-n1cncn1)c1ccc(Br)o1
61	6	O=C(NNC(=O)c1ccccc1[N+](=O)[O-])c1ccccn1
14	-15	CC(=O)N1c2ccc(S(=O)(=O)N3CCC(C(=O)Nc4cccc(C)c4)CC3)cc2CC1C (configuration not stated)
11	-15	Cc1cc(C)c(NC(=O)CNC(=O)COC(=O)CNC(=O)c2ccc(Cl)cc2Cl)c(C)c1
-2	-11	Cn1c(=O)c2c(SCC(=O)NC3CCCC3)nc(CC(C)(C)C)nc2n(C)c1=O
21	-18	CCOC(=O)C1(Cc2ccccc2C)CCCN(S(C)(=O)=O)C1 (configuration not stated)
7	1	CCc1nccn1-c1cc(C(C)(C)C)nc2c(-c3ccc(Cl)cc3)cnn12

# Looked up one by one from the list above (two):
OX1R antag-2	OX1R antag-1	mol
11	-49	Cc1ccc(S(=O)(=O)NNC(=O)C2CCN(S(=O)(=O)c3ccc(C)cc3)CC2)cc1
10	-13	CCC(C)c1ccc(NC(=S)NCc2ccccn2)cc1 (configuration not stated)

# Additional compounds follow:
OX1R antag-2	OX1R antag-1	mol
10	-18	CN(C)CCCN(C(=O)COc1ccc(Cl)cc1)c1nc2cc3c(cc2s1)OCO3
18	-19	c1nnnn1C12CC3CC(CC(C3)C1)C2
15	-14	CCOc1cccc(/C=N/NC(=O)c2cc(C3CC3)[nH]n2)c1O
38	3	CCOC(=O)c1[nH]c(C(=O)O)c(CCN(CC)CC)c1C
10	-19	CC1CCN(C(=O)CCNS(=O)(=O)c2ccccc2)CC1
4	6	O=C(Cc1coc2cc(O)ccc12)NNC(=O)c1ccc(Br)s1
2	0	O=C(CCNC(=O)c1ccccc1Cl)NCc1ccco1
1	-9	Cc1noc(C)c1C(=O)Nc1ccccc1N1CCOCC1

# One compound at a time, as listed above. Order of screens: OX1R antag-2, OX1R antag-1
# Shown for CCn1nc(C(=O)Nc2cccc(C(F)(F)F)c2)c(Cl)c1Cl → 14, -36
# Shown for Cn1c(/C=C/c2ccccc2)nc2ccccc21 → 17, -31
# Shown for Cc1noc(C)c1C(=O)Nc1ccccc1N1CCOCC1 → 1, -9
# Shown for O=C(CCNC(=O)c1ccccc1Cl)NCc1ccco1 → 2, 0
# Shown for CCOc1cc(/C=C2\SC(=S)N(NS(=O)(=O)c3ccccc3)C2=O)ccc1O → 29, -7

# The results go on.
OX1R antag-2	OX1R antag-1	mol
4	2	CN1C(=O)C(C)(C)c2cc(S(=O)(=O)NCC(=O)NCc3ccccc3)ccc21
18	3	O=C(O)c1cc(-c2ccc(Cl)cc2)n(-c2cccc(Cl)c2)n1
-5	-31	CCCCOc1ccc(CSC(=N)N)cc1Cl
8	-14	CS(=O)(=O)N(Cc1nnc(-c2cccs2)o1)c1ccc(Cl)cc1F
23	-4	CC(C)C[C@H](NC(=O)OC(C)(C)C)c1n[nH]c(=S)n1N
64	-14	CN1C(=O)C(O)(C2COC(C)(C)CC2=O)c2cc(Br)ccc21 (configuration not stated)
14	-25	CC(C)CN1CCC(Oc2cccc(C(=O)NCCc3ccccc3)c2)CC1
36	-10	COc1ccc(N=Nc2c(C)n[nH]c2C)cc1
9	-8	CN(C)S(=O)(=O)c1ccc(C(=O)OCc2ccc(C#N)cc2)cc1
13	-12	CN1CCN(C(=O)c2ccc3c(c2)NC(=O)C(N2CCOCC2)S3)CC1 (configuration not stated)
15	-12	Cc1nn(C)c(C)c1CN(C)S(=O)(=O)c1ccc(F)cc1
3	-7	COc1ccc(NC(=O)COC(=O)CCNC(=O)c2ccco2)cc1Cl
27	-28	N#CC1CC(c2ccccc2)Nc2cc(Cl)ccc2N1 (configuration not stated)
0	-22	COCCNC(=O)c1ccc(CS(=O)(=O)c2ccc(OC)cc2)o1
17	-12	O=C(N/N=C/c1ccc[nH]1)c1cccc(Br)c1
22	-15	COC(=O)c1sc(NC(=O)C2c3ccccc3Oc3ccccc32)c(C(=O)OC)c1C
13	-23	CNC(=S)N1CCc2cc(OC)c(OC)cc2C1COc1ccc(F)cc1 (configuration not stated)
12	-27	O=C(Nc1ccc2c(c1)Cc1ccccc1-2)c1ccccc1F
32	-23	CC(C)Nc1nnc(SCC(=O)NCc2ccc3c(c2)OCO3)s1
10	-16	CC(Sc1ccccc1)C(=O)NCC(c1ccco1)N1CCCCC1 (configuration not stated)
24	-2	O=C(c1ccccc1Br)N1CCCC(c2nc(-c3cccs3)no2)C1 (configuration not stated)
17	-21	O=C(Nc1cc2c(cc1Cl)OCCCO2)c1ccc(F)cc1
19	-7	CCn1c(NCc2ccccn2)nc2ccccc21
-4	1	NS(=O)(=O)c1cccc(NC(=O)COC(=O)Cn2cc(C(F)(F)F)ccc2=O)c1

# Reprinted from the part before: 2 entries; new compounds follow.
OX1R antag-2	OX1R antag-1	mol
19	-7	CCn1c(NCc2ccccn2)nc2ccccc21
-4	1	NS(=O)(=O)c1cccc(NC(=O)COC(=O)Cn2cc(C(F)(F)F)ccc2=O)c1
0	-8	COc1ccc(CCNC(=S)N2CCC(C(N)=O)CC2)cc1
9	0	Cc1ccccc1CN1CCN(S(C)(=O)=O)CC1
27	-14	O=C(CNC(=O)c1ccc(Cl)c([N+](=O)[O-])c1)OCN1C(=O)c2ccccc2C1=O
3	-19	CC(=O)N1CCN(CCN=CC2=C(O)CC(C)(C)CC2=O)CC1
14	-15	CCCCn1c(N)c(N(CC(C)C)C(=O)c2ccncc2)c(=O)[nH]c1=O
31	-9	Cc1[nH]c2ccccc2c1SCc1nnc(SCc2ccccc2)n1C
9	-12	Cc1ccc(S(=O)(=O)NCc2ccc3c(c2)cc(C)n3C)cc1
4	-17	CCc1ccc(S(=O)(=O)Nc2cccc(C3OCCCO3)c2)cc1
-12	1	CCCCn1c(N)c(N(CC)C(=O)CCc2ccccc2)c(=O)[nH]c1=O
16	-12	Cc1c(C(=O)Oc2cc(N)n(S(C)(=O)=O)n2)cccc1[N+](=O)[O-]
27	-24	COc1cccc(N/C=C/C(=O)c2ccc(Br)cc2)c1
16	-12	Fc1ccc(N2CCN(Cc3cnc(Oc4ccc(Br)cc4)s3)CC2)cc1
10	-12	O=C(NCC(F)(F)F)Nc1ccccn1
12	19	CCOC(=O)c1c(C)[nH]c(C)c1C(=O)COC(=O)c1cccnc1SC
7	-3	c1ccc(NCc2cccnc2)cc1
12	-25	Cc1ccc(S(=O)(=O)NNC(=O)c2c(O)c3ccccc3[nH]c2=O)cc1
16	-25	O=C(CSc1cn(CCNC(=O)c2cccs2)c2ccccc12)NC1CCCC1
